Screening data (PubChem)
Tau fluor cs: counter-screen for tau fibril formation inhibitors; Potency, µM (top dose mostly 57.7 µM), inactives show at the top dose activity change, negative = decrease; actives 0.93% (n = 280,000); tau K18 P301L (four-repeat tau fragment) Alexa594 fluorescence, heparin fibrillization; further: potency means the concentration at half of the fitted maximal effect; on the % scale 0 is the no-effect control and ±100 the full control effect; nearly all actives have a fitted effect of over 55% in size
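Human K18 P301L tau (15 uM unlabeled plus 0.24 uM Alexa 594-labeled, final) in 100 mM sodium acetate pH 7 was mixed with compound and 20 uM heparin and incubated 6 hr at 37 C.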
CBFb RUNX1 block: blocks binding between human CBF-beta and RUNX1; Potency, µM (doses to about 59.8 µM), without a hit: at the top dose activity, negative = inhibition, hits mostly inhibitors; AlphaScreen CBFb-His/RUNX1-biotin binding, biochemical; 230,000 tested, under 10 active; further: % of control where 0% means no effect
Target sequence (Q01196 whole entry, looked up): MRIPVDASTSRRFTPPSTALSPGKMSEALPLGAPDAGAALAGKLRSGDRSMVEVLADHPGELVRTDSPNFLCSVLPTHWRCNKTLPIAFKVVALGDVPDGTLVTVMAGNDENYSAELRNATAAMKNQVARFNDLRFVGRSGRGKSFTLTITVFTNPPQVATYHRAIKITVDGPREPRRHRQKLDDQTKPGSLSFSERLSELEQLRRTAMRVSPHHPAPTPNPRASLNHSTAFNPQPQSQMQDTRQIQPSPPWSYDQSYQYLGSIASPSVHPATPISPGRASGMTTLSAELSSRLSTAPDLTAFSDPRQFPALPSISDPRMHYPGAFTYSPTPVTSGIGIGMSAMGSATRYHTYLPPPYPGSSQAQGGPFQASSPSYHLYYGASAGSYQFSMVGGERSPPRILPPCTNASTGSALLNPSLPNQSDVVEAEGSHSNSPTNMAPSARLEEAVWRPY
Target sequence (Q13951 whole entry, looked up): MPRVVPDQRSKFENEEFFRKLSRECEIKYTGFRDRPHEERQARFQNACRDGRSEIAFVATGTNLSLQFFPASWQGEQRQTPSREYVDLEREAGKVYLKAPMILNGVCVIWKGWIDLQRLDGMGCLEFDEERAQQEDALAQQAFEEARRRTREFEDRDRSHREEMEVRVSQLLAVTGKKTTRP
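Proteins preincubated together for 20 min at RT before compound addition; 15 min later, nickel and streptavidin beads were added and left 90 min prior to AlphaScreen measurement.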
aGal spleen mod: alpha-galactosidase A (human) modulation | P06280 | human spleen homogenate, 4MU-alpha-Gal fluorescence, 40 min | Potency, µM (top dose mostly 80 µM), for inactives: top-dose activity change, negative = inhibition, actives largely listed as inhibitors | actives 0.008% (n = 240,000);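 further: potency means the concentration at half of the fitted maximal effect; 0% = enzyme with vehicle and -100% = no enzyme basal signal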
Target sequence (P06280 32-429 limits assumed): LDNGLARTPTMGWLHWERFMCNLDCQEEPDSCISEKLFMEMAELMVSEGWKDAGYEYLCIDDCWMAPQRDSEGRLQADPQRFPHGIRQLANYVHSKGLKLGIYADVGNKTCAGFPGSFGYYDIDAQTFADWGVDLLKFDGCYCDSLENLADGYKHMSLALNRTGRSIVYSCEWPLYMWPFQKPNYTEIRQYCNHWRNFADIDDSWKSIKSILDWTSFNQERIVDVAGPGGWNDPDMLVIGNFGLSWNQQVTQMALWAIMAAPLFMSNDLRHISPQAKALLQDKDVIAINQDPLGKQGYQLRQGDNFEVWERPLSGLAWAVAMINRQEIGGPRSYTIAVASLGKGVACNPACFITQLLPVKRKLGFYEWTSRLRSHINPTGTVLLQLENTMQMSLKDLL
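Fluorogenic readout (Ex 365/Em 440 nm) of 4-methylumbelliferone released from 1 mM 4-MU-alpha-galactoside by spleen homogenate, 40 min at 37C, pH 5.0. Data normalized to no-enzyme and enzyme controls; Hill-equation AC50 from compound titrations.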
TR SRC2 fluor cs: counter-screen for TRb-SRC2 inhibitors: fluorescence interference; AID 1479; Potency, µM (doses to about 106 µM), for the others: at the highest dose fluorescence change, negative = quenching; TRb/SRC2 Texas Red total fluorescence interference; actives 0.29% (n = 280,000); active means well fitted curve in either direction with a large enough effect; inconclusive means small, poorly fitted or top-dose-only effect; further: potency means the concentration at half of the fitted maximal effect; on the % scale 0 is the no-effect control and ±100 the full control effect
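Human TRb ligand-binding domain at 0.6 uM with 20 nM Texas Red SRC2 peptide in Tris buffer containing 1 uM T3 and 5% DMSO, incubated with compound 5 h at ambient temperature. Total fluorescence (555/632 nm) calculated as parallel + 2 × perpendicular.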
Epigenetic derep: derepresses silenced GFP reporter in murine cells | murine LDR cells, GFP reporter derepression, 30 h | Potency, µM (doses to about 53.9 µM), inactives show at the top dose GFP activation, usual class: activators | actives 0.2% (n = 280,000) | AID 1865; further: potency means the concentration at half of the fitted maximal effect; % of control where 0% means no effect; nearly all actives have a fitted effect of over 60% in size
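Derepression of a silenced CMV-GFP reporter in murine LDR cells is scored by enumerating GFP-positive cells with a laser-scanning microplate cytometer after 30 hours of treatment at 37 C.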
NPSR antag: antagonists of human neuropeptide S receptor cAMP signaling; Potency, µM (series often up to 38.3 µM), for the others: at the highest dose activity change, negative = inhibition, actives largely listed as inhibitors; actives 1% (n = 220,000); CHO-NPSR cells, cAMP TR-FRET, antagonist mode; Q6W5P4; AID 1461; further: potency means the concentration at half of the fitted maximal effect; on the % scale 0 is the no-effect control and ±100 the full control effect; nearly all actives have a fitted effect of over 50% in size; many of its hits are not listed in these tables
Tau FP inhib: tau fibrillization inhibition (FP); K18 P301L tau heparin fibrillization, Alexa594 FP, 6 h; P10636; AID 1468; actives 0.39% (n = 280,000); Potency, µM (titrated, usually from 57.7 µM), for the others: at the highest dose activity, negative = inhibition, usual class: inhibitors; further: potency means the concentration at half of the fitted maximal effect; on the % scale 0 is the no-effect control and ±100 the full control effect; nearly all actives have a fitted effect of over 55% in size
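FP of Alexa 594-tau after heparin (20 uM) induction. Substrate: human K18 P301L, 15 uM unlabeled, 0.24 uM labeled. Buffer 100 mM sodium acetate pH 7. 6 hr, 37 C.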
TRb-SRC2 inh: disrupts binding of human TR beta to SRC2 | P10828 | TRbeta-SRC2 peptide binding, fluorescence polarization; receptor liganded with 1 µM T3 | Potency, µM (series often up to 106 µM), without a hit: top-dose activity change, negative = inhibition, hits mostly inhibitors | actives 0.065% (n = 280,000);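 further: potency means the concentration at half of the fitted maximal effect; plate controls were bound peptide for no effect and peptide without receptor for full effect; nearly all actives have a fitted effect of over 50% in size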
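Quantitative HTS by FP: 0.6 uM TRb LBD, 20 nM labeled SRC2 20-mer, 1 uM T3, 5% DMSO; 5 hr ambient incubation; % activity per concentration and potencies from concentration series.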
* hit, by the source's call; ? = inconclusive; / = not tested or not shown; & = joins results of further samples; [ ] = remark or other dose. Unless noted, the call rests on the fitted dose curve; in most records, active means well fitted curve in the direction sought with a large enough effect; inconclusive means small, poorly fitted or top-dose-only effect, or another doubt; inactive means no such curve, though single readings can be large; an effect the other way counts as inactive or inconclusive. The list is partial (hit frequency here may not be typical).

SMILES	Tau fluor cs	CBFb RUNX1 block	aGal spleen mod	TR SRC2 fluor cs	Epigenetic derep	NPSR antag	Tau FP inhib	TRb-SRC2 inh
CCCn1c(SCC(=O)Nc2cccc(S(=O)(=O)N3CCCC3)c2)n[nH]c1=O	-1%	-3%	7%	-4%	1.4%	-1%	3%	5%
CCOC(=O)c1ccccc1NC(=O)c1sc2nc3n(c(=O)c2c1C)CCCCC3	-3%	/	/	-24%	0.0%	/	-4%	-2%
CCOc1ncccc1C(=O)OCC(=O)NC(=O)NC(C)C	8%	7%	-18%	-5%	0.9%	5%	5%	6%
O=C(CNc1cccc2ccccc12)N/N=C/c1ccc([N+](=O)[O-])o1	-1%	4%	-1%	3%	2.1%	-8%	0%	-7%
O=C(NCc1ccco1)/C(=C/c1ccco1)NC(=O)c1ccc(Br)o1	-10%	-4%	-2%	-21%	0.0%	-2%[46.1 µM]	-5%	2%
CCOC(=O)c1c(Nc2cccc(C)c2)nnc(-c2ccccc2)c1-c1ccccc1	-8%	/	/	-2%	0.0%	/	5%	6%
Cc1ccc(S(=O)(=O)N2CCOCC2)cc1C(=O)NC(=S)N(Cc1ccccc1)C(C)C	-5%	-3%	1%	-1%	-1.8%	-4%	-1%	-7%
N#Cc1nc(-c2cccs2)oc1N1CCN(c2ccccc2)CC1	?	6%	-6%	1%	0.0%	?	4%	5%
COCCCNC(=O)c1c(NC(=O)c2cc(=O)c3ccccc3o2)sc2c1CCCC2	-20%	/	/	9%	-1.9%	/	1%	7%
O=C(NC1CC1)c1ccc(C2SCC(=O)N2Cc2ccccc2)cc1 (stereo not given)	-6%	-2%	-3%	1%	0.3%	-28%	-13%	-6%
Cc1cc(S(=O)(=O)N(Cc2ccc(C(C)(C)C)cc2)Cc2cccs2)ccc1-n1cnnn1	-13%	8%	0%	-1%	-1.1%	-33%	-4%	-4%
Cc1ccc(-c2cc(C(=O)Nc3cnn(C(C)C)c3)no2)cc1	-22%	5%	-3%	-4%	-5.4%	7%[46.1 µM]	1%	-6%
CN(C)CCCN1C(=O)C(=O)/C(=C(/O)c2ccc(OCc3ccccc3)cc2)C1c1cccnc1 (stereo not given)	-4%	8%	4%	-1%	-4.0%	-2%[46.1 µM]	-1%	-3%
COc1ccc(NC(=O)C2CCCN(S(=O)(=O)c3c(C)[nH]c(=O)[nH]c3=O)C2)cc1Cl (stereo not given)	5%&-15%	-9%	5%	-2%&0%	-0.1%&3.0%	7%	4%&-9%	6%&-2%
O=C(CN(C(=O)CSc1nc2ccccc2o1)c1ccccc1F)NC1CCCCC1	-8%	6%	-2%	-1%	-1.0%	-24%	3%	-3%
Cc1ccc(S(=O)(=O)N2CCC(=O)N([C@H](COCc3ccc(C(F)(F)F)cc3)Cc3ccccc3)CC2)cc1	-13%	-8%	8%	2%[53 µM]	3.0%[40.7 µM]	/	4%	13%[53 µM]
COc1c(C(C)C)oc2cc3oc(=O)ccc3cc12	-4%&-12%	-1%	16%&-1%	-1%&-2%	1.4%&-2.6%	10%	-2%&-6%	-5%&2%
COc1ccc(OC2C(=O)N(Cc3ccc4c(c3)OCO4)C2c2cccs2)cc1 (stereo not given)	-26%	3%	-12%	-7%	0.0%	6%[46.1 µM]	-3%	-4%
O=c1c2ccccc2nc(-c2ccc(Cl)cc2Cl)n1CCCn1ccnc1	-11%	2%	3%	-11%	-3.1%	-11%[46.1 µM]	-4%	-1%
OC[C@@H](O)[C@@H](O[C@H]1O[C@H](CO)[C@@H](O)[C@H](O)[C@H]1O)[C@H](O)[C@@H](O)CO	-11%	3%	-6%	1%	1.5%	15%	-5%	-4%
Cc1cc(Cl)ccc1NC(=S)N(CCCN1CCOCC1)Cc1cccs1	-15%	2%	0%	2%	0.0%	-12%	-1%	6%
S=c1[nH]nc(/C=C/c2ccccc2)o1	-3%	-2%	-6%	-3%	-6.4%	-14%	-9%	-1%
O=c1[nH]cnc2nc[nH]c12	4%	/	4%	-5%	1.4%	/	-1%	-10%
O=S1(=O)CC2N=C(N(Cc3ccc(F)cc3Cl)c3ccccc3F)SC2C1 (stereo not given)	-8%	4%	2%	-1%	-0.9%	-6%[46.1 µM]	9%	-3%
Cc1ccc(CC(=O)Nc2ccc(OC(F)F)c(Cl)c2)cc1C	-27%	29%	-2%	-1%	-2.0%	-31%	?	-2%
CN(C)S(=O)(=O)c1cccc(NC(=O)CCc2c[nH]c3ccccc23)c1	-21%	7%	2%	0%	-3.4%	4%	14%	-3%
Cc1cccc(CSc2nnc(-c3ccco3)o2)c1	-19%	18%	-8%	-4%	4.8%	-23%	-10%	-10%
CCCc1cc(Nc2ccccc2OCC)n2ncnc2n1	-8%	1%	-21%	-1%	-1.8%	-8%[46.1 µM]	1%	-13%
CC1CCCCC1NC(=O)c1ccc(S(=O)(=O)NCC2CCCO2)cc1 (stereo not given)	1%	1%	-2%	-2%	2.4%	0%	2%	4%
CC1CC(C)(C)N2C(=O)C(=C(C#N)C#N)c3cccc1c32 (stereo not given)	-11%	14%	0%	-3%	2.4%	2%	-2%	5%
CN1CCc2c(OCc3ccc(F)cc3)cccc2C1=O	-4%	10%	-6%	0%	-2.2%	2%	12%	-4%
COc1ccc(NC(=O)N2CCOCC2)cc1OC	-3%	1%	-4%	0%	-1.0%	-16%[46.1 µM]	1%	4%
CC(=O)c1cccc(NC(=O)Cc2ccc(NC(=O)N3CCCCc4ccccc43)cc2)c1	-10%	/	/	-3%	1.5%	/	1%	1%
CC(=O)N1c2ccc(S(=O)(=O)N3CCN(c4cccc(Cl)c4)CC3)cc2CC1C (stereo not given)	-14%	/	/	-2%	8.1%	/	-8%	-3%
Cc1ccc(NC(=O)C(C)c2ccc(-c3ccccc3)c(F)c2)c(C)c1 (stereo not given)	-8%	2%	6%	8%	-5.1%	-22%[46.1 µM]	-8%	-14%
C=CCN(c1ccc(C(=O)Nc2ccc(C)c(C)c2)cc1)S(C)(=O)=O	-5%	7%	-2%	-2%	-4.8%	-2%	-1%	-3%
CC1CCCN(c2ccc(C(=O)OCC(=O)N3c4ccccc4Sc4ccccc43)cc2[N+](=O)[O-])C1 (stereo not given)	-13%	-2%	0%	3%	-1.9%	-2%	?	-1%
COc1ccc(C(=O)CSc2ccc3nnc(-c4cccnc4)n3n2)cc1	-4%	3%	-1%	-2%	-4.5%	-4%	-4%	-1%
Cc1ccc(S(=O)(=O)N2CCCc3cc(NC(=O)c4ccc(F)c(F)c4)ccc32)cc1	?	/	/	-1%	-1.1%	/	?	4%
COC(=O)/C(=C1/Oc2ccc(C)cc2S1)C(F)(F)F	-11%	11%	-16%	-6%	-2.2%	15%	-13%	0%
CC1CCC2C(=O)N3C(CCC(C)[C@@H]3c3ccc(Br)cc3)C(=O)N2C1c1ccc(Br)cc1 (stereo not given in full)	-5%[11.6 µM]	-2%[13.1 µM]	-10%[17.5 µM]	-8%[11.2 µM]	5.4%[10.1 µM]	/	7%[11.6 µM]	0%[11.2 µM]
CCCCCC1CC(CC(=O)Nc2ccc([N+](=O)[O-])cc2)OC1=O (stereo not given)	?	8%	-10%	-2%	?	-34%	-8%	1%
O=C(CSc1ncnc2c1cnn2CCO)Nc1cccc(C(F)(F)F)c1	-9%	4%	-5%	-4%	1.1%	7%	-11%	-2%
COC(=O)c1cc(OC)c(OC)cc1NC(=O)CN1CCOCC1	7%	5%	0%	1%	-1.2%	-2%[46.1 µM]	7%	1%
COC(=O)c1c(NC(=O)CSc2nnnn2-c2ccc3c(c2)OCO3)sc(C)c1C	-1%	1%	13%	0%	-3.8%	-28%[46.1 µM]	8%	0%
COc1ccc(N2CCN(C(=O)c3noc4c3CCCCC4)CC2)cc1	-12%	/	/	-5%	-1.3%	/	7%	-1%
CCOc1ncccc1C(=O)OCC(=O)Nc1c(C)cc(C)cc1C	-9%	5%	5%	0%	-1.0%	-3%[46.1 µM]	-2%	-2%
O=C(NCc1cccc(Cl)c1)c1cc(COc2ccc3ncccc3c2)on1	?	7%	-6%	-1%	-1.4%	45%	0%	-4%

Of the compounds above, seven contain a Cl atom.
SMILES	Tau fluor cs	CBFb RUNX1 block	aGal spleen mod	TR SRC2 fluor cs	Epigenetic derep	NPSR antag	Tau FP inhib	TRb-SRC2 inh
COc1ccc(NC(=O)C2CCCN(S(=O)(=O)c3c(C)[nH]c(=O)[nH]c3=O)C2)cc1Cl (stereo not given)	5%&-15%	-9%	5%	-2%&0%	-0.1%&3.0%	7%	4%&-9%	6%&-2%
O=c1c2ccccc2nc(-c2ccc(Cl)cc2Cl)n1CCCn1ccnc1	-11%	2%	3%	-11%	-3.1%	-11%[46.1 µM]	-4%	-1%
Cc1cc(Cl)ccc1NC(=S)N(CCCN1CCOCC1)Cc1cccs1	-15%	2%	0%	2%	0.0%	-12%	-1%	6%
O=S1(=O)CC2N=C(N(Cc3ccc(F)cc3Cl)c3ccccc3F)SC2C1 (stereo not given)	-8%	4%	2%	-1%	-0.9%	-6%[46.1 µM]	9%	-3%
Cc1ccc(CC(=O)Nc2ccc(OC(F)F)c(Cl)c2)cc1C	-27%	29%	-2%	-1%	-2.0%	-31%	?	-2%
CC(=O)N1c2ccc(S(=O)(=O)N3CCN(c4cccc(Cl)c4)CC3)cc2CC1C (stereo not given)	-14%	/	/	-2%	8.1%	/	-8%	-3%
O=C(NCc1cccc(Cl)c1)c1cc(COc2ccc3ncccc3c2)on1	?	7%	-6%	-1%	-1.4%	45%	0%	-4%
